Source: PubChem (several laboratories)
Bim-Mcl-1: disrupts Bim peptide binding to human Mcl-1; inhibition, % at 10 µM; actives 0.1% (n = 190,000); Bead-based flow cytometry, Bim peptide-Mcl-1 binding; AID 1009; Q07820; in the data active = inhibition above about 40%;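 note: 0% = no compound tracer wells and 100% = peptide blocker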
Target sequence (Q07820 whole entry, looked up): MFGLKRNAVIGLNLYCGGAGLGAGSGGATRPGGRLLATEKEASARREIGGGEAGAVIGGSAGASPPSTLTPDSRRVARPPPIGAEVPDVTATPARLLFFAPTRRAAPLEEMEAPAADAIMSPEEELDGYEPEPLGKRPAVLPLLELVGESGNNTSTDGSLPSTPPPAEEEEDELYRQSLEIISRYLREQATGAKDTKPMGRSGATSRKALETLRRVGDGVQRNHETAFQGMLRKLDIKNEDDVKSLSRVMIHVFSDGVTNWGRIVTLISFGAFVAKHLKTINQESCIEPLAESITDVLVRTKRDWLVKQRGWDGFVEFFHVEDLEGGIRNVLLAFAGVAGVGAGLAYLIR
Avidin bead fluor: compound fluoresces at 488/530 nm on avidin beads | fluorescence (KMESF) at 10 µM | compound fluorescence 488/530 nm, flow cytometry; active compounds read high | actives 0.38% (n = 220,000) | AID 1775; in the data active = fluorescence above about 47; note: inactives centre near 10
Rab2A wt mod: changes GTP binding to wildtype dog Rab2A, up or down; P61105; GST-Rab2 wt beads, Bodipy-GTP binding, flow cytometry; GTP binding activity, % at 10 µM; actives 0.19% (n = 190,000);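 active = GTP binding activity at least 20 points away from 100%, either lowered or raised; inconclusive = signal likely due to the compound's own green fluorescence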;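 note: 0% = beads with excess unlabeled GTP and 100% = no-compound control corrected for plate trend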
Rac1 wt modul: modulators of human Rac1 wildtype GTP binding; P63000; GST-Rac1 beads, fluorescent GTP binding, flow cytometry; actives lie on both sides; 0 = cold GTP competed, 100 = untreated; GTP binding activity (% of control), % at 10 µM; actives 0.27% (n = 190,000); AID 757;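 active = GTP binding activity at least 20 points away from the 100% control level, either lower or higher; inconclusive = compound flagged as likely green fluorescent, judged across all proteins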
Pf gamet viab: kills late stage P. falciparum gametocytes. P. falciparum stage V gametocytes, ATP luminescence, 24 h. inhibition, % at 10.9 µM. actives 0.065% (n = 150,000). AID 743093;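 active = inhibition above the mean plus 3 SD of compounds within the control limits, set per campaign, cut at about 38% in these data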;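 note: 0% = DMSO wells and 100% = medium only without gametocytes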
HRas wt GTP: human HRas wildtype GTP binding, change in either direction. P01112. GST-Ras wt beads, Bodipy-FL-GTP binding, flow cytometry; actives lie on both sides. GTP binding activity, % at 10 µM. actives 0.14% (n = 190,000). AID 759;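 active = GTP binding activity at least 20% away from the 100% baseline, either lowered as inhibitor or raised as activator; inconclusive = flagged as likely green fluorescent, judged across all proteins in the well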;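 note: 0% = unlabeled GTP competition control and 100% = no-compound control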
Target sequence (P01112 whole entry, looked up): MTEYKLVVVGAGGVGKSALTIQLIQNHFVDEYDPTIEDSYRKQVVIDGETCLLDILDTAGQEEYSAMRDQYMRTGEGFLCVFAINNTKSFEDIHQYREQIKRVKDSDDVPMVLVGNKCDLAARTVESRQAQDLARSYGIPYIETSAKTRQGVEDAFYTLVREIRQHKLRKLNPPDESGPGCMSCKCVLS
Mcl1-Bid inh: disrupts binding of human Mcl-1 to Bid peptide; actives 0.97% (n = 220,000); Q07820; TR-FRET Mcl-1/Bid-Dy647 peptide binding, 1536-well; inhibition, % at 21.7 µM;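 active = compounds that cut the binding signal by more than half at the single screening dose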;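 note: His-tagged Mcl-1 with europium anti-His antibody binding Bid BH3 peptide; 0% = Mcl-1 plus peptide wells and 100% = peptide-only wells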
Mcl1 Noxa PPI: disrupts binding of human Mcl-1 to Noxa peptide | Q07820 | TR-FRET Mcl-1/Noxa peptide binding, 2 h | inhibition, % at 21.7 µM | actives 1.5% (n = 220,000) | AID 1022;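 active = compounds that cut the protein-peptide binding signal by more than 50% relative to plate controls in a single-dose test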;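 note: His-tagged Mcl-1 with rhodamine Noxa BH3 peptide and terbium anti-His antibody; 0% = Mcl-1 plus Noxa peptide wells and 100% = peptide-only wells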
Cdc42 wt: modulators (inhibitors or activators) of GTP binding to human Cdc42 wildtype. P60953. GST-Cdc42 beads, Bodipy-GTP binding, flow cytometry; actives lie on both sides. actives 0.2% (n = 190,000). percent activity (GTP binding), % at 10 µM;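 active = percent activity GTP binding at least 20 points away from the 100% baseline, either down as inhibitor or up as activator; inconclusive = compound flagged as likely green fluorescent from well-wide comparison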;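 note: median bead fluorescence of bound Bodipy-FL-GTP at 100 nM; 0% = excess unlabeled GTP control and 100% = no compound control; below 100% means less GTP binding so inhibitor and above means activator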
Target sequence (P60953 whole entry, looked up): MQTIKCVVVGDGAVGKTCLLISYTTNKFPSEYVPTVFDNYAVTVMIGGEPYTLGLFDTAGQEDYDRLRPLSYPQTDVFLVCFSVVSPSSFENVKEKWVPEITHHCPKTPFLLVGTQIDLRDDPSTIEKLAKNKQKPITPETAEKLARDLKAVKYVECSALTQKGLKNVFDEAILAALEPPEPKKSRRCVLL
Rac1 act GTP bind: modulators of GTP binding to human Rac1 activated mutant; P63000; GST-Rac1 activated beads, fluorescent GTP binding, flow cytometry; actives lie on both sides; 100% means binding = to untreated wells; percent activity (GTP binding), % at 10 µM; actives 0.11% (n = 190,000); AID 764;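 active = GTP binding at least 20 percentage points away from the 100% baseline, in either direction, so actives lie on both sides; inconclusive = Compound likely fluorescent itself, or too few beads counted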
Rab7 wt GTP bind: alters GTP binding to wildtype dog Rab7; GST-Rab7 beads, fluorescent GTP binding, flow cytometry; actives lie on both sides; untreated = 100%, excess cold GTP = 0%; actives 0.055% (n = 190,000); GTP binding activity (percent of control), % at 10 µM;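 active = fluorescent GTP binding to Rab7 beads changed by at least 20 points from the 100% baseline, either direction, mostly lower; inconclusive = compound itself probably fluorescent, or too few beads counted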;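 note: median green fluorescence of bound Bodipy-FL-GTP per Rab7 bead population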
* marks the source's active call; other numbers are inactive results; ? = inconclusive; / = not tested or not shown.

SMILES	Bim-Mcl-1	Avidin bead fluor	Rab2A wt mod	Rac1 wt modul	Pf gamet viab	HRas wt GTP	Mcl1-Bid inh	Mcl1 Noxa PPI	Cdc42 wt	Rac1 act GTP bind	Rab7 wt GTP bind
O=C(Nc1ccc([N+](=O)[O-])cc1)C1CC12CCC2 (centres undefined)	-1	12	101	98	-9	99	-13	17	96	97	105
CC1(C)C2CCC1(C(=O)O)c1nc3ccccc3nc12 (centres undefined)	-1	10	103	105	5	100	3	-16	102	98	105
CO/N=C/C(=N\Nc1ccc(OC)cc1)C(=O)c1ccc(F)cc1	3	5	103	112	22	102	6	-2	101	103	98
Cc1nc2nc[nH]n2c(=O)c1NC(=O)c1cccc(OCC(C)C)c1	9	16	99	105	/	99	13	-2	102	98	96
CCn1c(SCC(=O)Nc2ccccc2C)nnc1-c1ccccc1O	-5	12	97	104	/	100	2	26	102	99	99
Cc1cc(NCCO)c2ccccc2n1	-4	26	106	108	11	107	-6	3	108	104	107
COc1ccc(OC)c(NC(=O)CSc2ccc3ccccc3c2)c1	0	8	96	103	-3	99	1	-3	95	97	96
O=C(CSc1nnc(Cn2nnc3ccccc32)o1)Nc1cccc(Cl)c1	2	11	99	103	/	98	-17	-11	100	97	100
O=C(NCCN1C(=O)S/C(=C\c2cccs2)C1=O)c1ccc(=O)[nH]c1	-4	16	99	104	/	100	0	39	101	99	100
CCC(=O)Nc1cc(C(=O)OC(C(=O)c2ccc(C)c(C)c2)c2ccccc2)ccc1C (centres undefined)	0	9	100	96	/	99	-3	-4	99	95	98
COC(=O)CCC/C=C1/SCC(NC(=O)c2ccccc2)/C1=N/O (centres undefined)	-2	9	102	106	5	102	-3	7	101	96	100
CCNc1nc(NC(C)C)nc(NC(C)(C)C)n1	0	7	96	98	25	97	-13	-7	97	97	98
CCOc1ccccc1C(=O)OCC(=O)Nc1ccc(OC(F)F)cc1	2	4	102	107	8	103	-9	1	105	102	102
COc1ccc(-c2c(C)oc3c(CN4CCN(C)CC4)c(O)ccc3c2=O)cc1	-2	6	101	103	/	103	-21	7	103	99	103
CC(=O)NC(CC(C)C)C(=O)NC(=O)NCc1ccccc1 (centres undefined)	-1	13	99	104	/	101	-24	1	102	102	97
CC(=O)Cn1nnc2sc3c(c2c1=O)CCC(C(C)(C)C)C3 (centres undefined)	1	11	94	96	-5	93	0	-1	95	95	92
CC1CCN(C(=O)C2CC(c3ccc(F)cc3)=NO2)CC1 (centres undefined)	-3	/	103	103	/	104	-31	-1	105	98	103
COc1ccccc1CC(=O)Nc1ccccc1O	1	33	102	103	/	102	-11	4	105	100	100
Cn1nnc(NC(=O)CSc2nnnn2-c2ccc(F)cc2)n1	-6	14	97	101	6	97	13	13	103	100	98
CCCN1CCN(CCCNC(=O)C2CCCN(c3nnc(-n4cccc4)s3)C2)CC1 (centres undefined)	2	30	99	101	/	100	-54	10	100	99	97
Cc1c(CN2CCCC(C(=O)c3cccc(Cl)c3)C2)c(=O)n(-c2ccccc2)n1C (centres undefined)	0	67*	98	101	0	97	-37	0	98	97	94
CCCC(=O)Nc1ccc(Sc2ccc([N+](=O)[O-])cc2)cc1	-3	9	96	95	/	96	10	13	95	93	93
FC(F)(F)c1cc(-c2ccccc2)nc(NCc2cccnc2)n1	-3	13	102	105	/	101	-24	1	103	101	104
Cc1ncoc1C(=O)N1CCc2c([nH]c3ccccc23)C1C1CCCCC1 (centres undefined)	1	7	97	98	/	98	-21	4	96	94	99
COc1ccc(NC(=O)NCc2ccc3c(c2)OCO3)cc1	1	8	97	95	-16	95	-17	3	96	96	94

(further entries)
SMILES	Bim-Mcl-1	Avidin bead fluor	Rab2A wt mod	Rac1 wt modul	Pf gamet viab	HRas wt GTP	Mcl1-Bid inh	Mcl1 Noxa PPI	Cdc42 wt	Rac1 act GTP bind	Rab7 wt GTP bind
O=C(NCCCn1ccnc1)Nc1cccc2ccccc12	9	5	102	105	22	102	-7	-14	100	99	102
Cc1cc(OCC(O)CN)ccc1Cl (centres undefined)	-1	9	97	99	-10	96	-5	-6	98	95	101
C/C(=N\NC(=O)CC(C)C)c1ccc(N2CCCCC2)cc1	-1	13	97	104	2	98	-39	6	103	99	102
CC1CCCCC1NS(=O)(=O)c1ccc(S(=O)(=O)N2CCCC2)cc1 (centres undefined)	-7	27	106	110	/	105	-9	5	99	103	95
CCCCCCc1cc2cc(C(=O)NCc3ccccc3)c(=N)oc2cc1O	1	4	97	101	-22	96	-16	-3	97	96	100
Cc1cccc(C)c1-n1c(C)nn(-c2ncc(C(F)(F)F)cc2Cl)c1=O	0	8	98	95	18	98	-25	3	96	94	103
CSc1nc(C)cc(OCC#N)n1	-1	11	104	113	/	103	-22	5	104	97	107
O=C(Nc1ccc(O)cc1)c1cc2ccccc2c(=O)s1	0	13	93	90	20	94	-31	22	92	93	99
C=CCn1cc(C(=O)N2CCc3ccccc3C2)c(=O)c2cc(S(=O)(=O)N(CC)CC)ccc21	-8	8	102	110	2	102	7	0	104	102	101
Cc1onc(-c2ccccc2)c1C(=O)NC(CC(=O)O)c1ccc(OC(C)C)cc1 (centres undefined)	-2	36	103	104	-20	106	-6	20	107	101	96
O=c1nc(N2CCOCC2)ccn1-c1nc(-c2ccccc2)oc1-c1ccccc1	-1	15	94	95	7	97	-7	-6	97	95	95
COC(=O)CSc1nnc(C)n1-c1cccc(C#N)c1	0	9	98	106	/	99	0	18	102	100	92
COc1ccc(N2CC(C(=O)Nc3ncccc3C)CC2=O)cc1 (centres undefined)	7	10	96	94	/	94	6	5	97	93	97
O=C(Nc1ccc2c(c1)C(=O)NC2=O)c1ccc(S(=O)(=O)N2CCCC2)cc1	2	10	?	?	/	?	-17	-4	?	?	?
S=C(NN=C1CCCCCC1)Nc1ccc(Cl)cc1	-2	36	100	104	-61	101	-89	-115	103	98	100
Cc1ccc(S(=O)(=O)N(CC(=O)Nc2ccccc2C(=O)O)c2cccc(Cl)c2C)cc1	-1	5	90	97	/	93	-19	18	90	93	91
CCSc1nnc(NC(=O)CCCOc2ccc(C)cc2)s1	2	6	98	98	21	99	-35	1	98	98	97
Cc1ccc(Nc2nc(N/N=C/c3c[nH]c4ccccc34)nc(N3CCOCC3)n2)cc1	0	11	99	103	2	99	-42	13	99	103	97
CCN(CC)C(=N)N1c2ccccc2CCC1C (centres undefined)	3	22	95	98	/	97	-15	11	98	94	98
O=C(OC1CCOC1=O)c1cc(-c2ccc(Cl)cc2)nc2ccccc12 (centres undefined)	0	8	102	100	-12	103	-14	-13	101	100	97
O=C(Cc1nnc(NC(=O)Nc2ccc(Cl)cc2)s1)NCc1ccccc1	-2	3	101	105	-6	100	13	-4	101	101	98
COC(=O)c1ccc(/C=C2/SC(=S)N(CCCC(=O)Nc3ccccn3)C2=O)cc1	-2	6	101	103	-3	103	-24	-4	99	103	102
CCc1nccn1S(=O)(=O)c1ccc2ccccc2c1	0	12	97	94	/	95	7	29	94	92	95
N#Cc1cn(Cc2ccncc2)c(=O)[nH]c1=O	2	10	94	93	-32	94	-3	-5	95	91	93
O=C(CCn1cccc1)Nc1cc(F)ccc1F	-1	8	102	105	/	102	-39	5	100	98	99

Further records follow.
SMILES	Bim-Mcl-1	Avidin bead fluor	Rab2A wt mod	Rac1 wt modul	Pf gamet viab	HRas wt GTP	Mcl1-Bid inh	Mcl1 Noxa PPI	Cdc42 wt	Rac1 act GTP bind	Rab7 wt GTP bind
CC(C)OC(=O)C(C#N)c1nc2ccccc2nc1N1CCN(Cc2ccccc2)CC1 (centres undefined)	-2	9	102	101	11	102	-9	-3	103	99	108
CCCCSc1nnc2[nH]c(=O)cc(N)n12	-2	15	101	104	-5	105	-55	-2	104	98	103
Cc1cc(Cl)ccc1N1C(=O)CC(SCCC(=O)O)C1=O (centres undefined)	-3	8	98	97	/	101	-4	8	99	97	99
CCOC(=O)c1ccccc1NC(=O)N[C@@H](C)C(=O)OC	-3	19	103	106	/	104	-14	3	106	99	107
Cc1cccc(COc2ccc(/C(O)=C3\C(=O)C(=O)N(CCN(C)C)C3c3ccncc3)cc2)c1 (centres undefined)	-3	11	101	106	/	101	13	6	102	98	103
O=C(NCc1ccco1)C(c1ccncc1)N(CCC1=CCCCC1)C(=O)Cn1nnc2ccccc21 (centres undefined)	1	7	95	99	17	96	-14	14	95	99	93
Cc1ccc(NC(=O)COC(=O)CCc2ccc(S(=O)(=O)N3CCOCC3)cc2)cc1C	0	25	99	97	/	99	-17	12	97	96	106
COC(=O)c1[nH]c2cccc(OC)c2c1NC(=O)C(C)N1CCC(C)CC1 (centres undefined)	-3	9	100	109	-2	103	-6	0	103	101	99
CCOC(=O)C1=C(c2ccccc2)N=C2SCC(=O)N2C1c1ccc2c(c1)OCO2 (centres undefined)	-2	15	92	97	/	95	-21	-4	97	95	88
COC(=O)CN(c1nc(C)c(Cl)c(OC)n1)S(=O)(=O)c1ccc(C)cc1	2	18	101	100	24	98	4	11	100	96	99
CCOC(=O)c1[nH]c(C)c(C(=O)NCCc2ccc(OC)cc2)c1C	-2	7	98	107	/	101	-49	-21	96	95	98
CCOC(=O)c1ccccc1NC(=O)c1ccccc1N(C)S(C)(=O)=O	-3	14	104	107	7	103	-54	-2	104	103	98
CCCCC(=O)Nc1ccc(C(=O)c2ccccc2)cc1	-4	12	99	100	31	97	12	0	100	97	93
NC(=O)N1CCc2ccccc21	-2	11	97	100	-4	97	-9	-7	97	95	95
COc1ccc(-c2cnnc(N/N=C/C(C)=C/c3ccccc3)n2)cc1	12	10	99	105	/	98	13	15	101	99	98
Clc1ccc(CSCCc2ccncc2)cc1	0	34	100	105	/	100	14	30	101	99	98
Cc1ccc(SCC(=O)c2ccc[nH]2)cc1	-1	24	95	102	2	97	-5	1	97	96	95
CC1CC1C(=O)Nc1cc(S(=O)(=O)N2CCOCC2)ccc1N1CCCC1 (centres undefined)	-1	26	98	96	19	99	-28	12	95	94	106
Cc1cc(C)n(C2CC(=O)N(c3ccccc3)C2=O)n1 (centres undefined)	-2	7	100	109	/	104	-10	1	102	102	101
CC/C(=N/NC(=O)CCC(=O)Nc1ccccc1OC)c1ccccc1	-2	2	96	101	/	101	-8	-8	98	98	96
CCOC(=O)N1CCN(c2ncnc3c2cnn3-c2ccc(Cl)cc2)CC1	-7	14	99	101	/	98	17	-4	97	96	99
COc1ccc(CCn2c(SCC(=O)Nc3cc(C)on3)nc3ccsc3c2=O)cc1OC	-1	35	98	95	/	98	38	-12	100	96	95
Cc1ccc(CNC(=O)COC(=O)c2ccc(Br)cc2)cc1	-5	2	100	103	10	100	-27	22	103	99	101
